Screens deposited in PubChem by Sanford-Burnham Center for Chemical Genomics.
Scp1 inh – Scp-1 (human) phosphatase inhibition. actives 0.88% (n = 340,000). Q9GZU7. inhibition, % at 20 µM. Recombinant Scp1, phosphopeptide, malachite green phosphate absorbance;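 active = inhibition above about 50% at 20 µM, limit read from the data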;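 also: plate controls were DMSO wells with enzyme for no effect and wells lacking enzyme for full effect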
Target sequence (Q9GZU7 76-261 limits assumed): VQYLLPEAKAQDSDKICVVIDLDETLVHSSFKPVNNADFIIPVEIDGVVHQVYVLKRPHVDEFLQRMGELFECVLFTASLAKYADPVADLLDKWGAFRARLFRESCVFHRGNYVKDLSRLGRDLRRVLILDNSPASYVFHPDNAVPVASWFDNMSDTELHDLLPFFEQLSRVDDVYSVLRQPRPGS
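Test system – truncated SCP-1 phosphatase (76-261aa) · Reagent – Phosphorylated 17-residue peptide substrate · Incubation – 45 min room-temperature reaction, 5 min colour, 30 min stabiliser · Detection – colorimetric phosphate reagent with accelerator and stabiliser, absorbance at 630 nm · Measure – % inhibition at 20 µM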
An asterisk follows results filed as active.

CC1(C)C(=O)C=C[C@]2(C)[C@H]3CC[C@@]4(C)[C@H](c5ccoc5)OC(=O)[C@H]5O[C@]54[C@]3(C)[C@H](O)C[C@@H]12
- Scp1 inh: -4

O=C1NC(=O)N(c2ccccc2F)C(=O)/C1=C/c1cn(CC(=O)N2CCOCC2)c2ccccc12
- Scp1 inh: 7

Cc1[nH]c2c(Cl)cccc2c1CCN
- Scp1 inh: -2

CCCCCOc1ccc(C)cc1CN(CCCl)CCCl
- Scp1 inh: 0

Cc1ccc(-n2c(O)c(/C=N/Nc3ccccc3)c(=O)[nH]c2=O)cc1C
- Scp1 inh: -11

O=c1[nH]c(=S)n(C2CC2)c(O)c1C=NCCc1ccccc1
- Scp1 inh: 3

CC1(C)OC(c2ccccc2)=C/C(=C/C=C2C(=O)NC(=S)NC2=O)O1
- Scp1 inh: -5

CCOC(=O)C1=CC(=C2C(=O)N(CC)C(=S)N(CC)C2=O)c2ccccc2O1
- Scp1 inh: -9

CCCCCCn1c(O)c(C=NC2CCCCC2N)c(=O)[nH]c1=O (centres undefined)
- Scp1 inh: -7

Cc1nc2c(c(=O)[nH]1)C(c1ccc([N+](=O)[O-])cc1)c1c(c3ccccc3oc1=O)O2 (centres undefined)
- Scp1 inh: -3

O=C(C1CCCN(S(=O)(=O)c2cccc3nsnc23)C1)N1CCC2(CC1)OCCO2 (centres undefined)
- Scp1 inh: -8

C[C@H]1O[C@@H](O[C@H]2[C@@H](O)C[C@H](O[C@H]3[C@@H](O)C[C@H](O[C@H]4CC[C@@]5(C)[C@H](CC[C@@H]6[C@@H]5CC[C@]5(C)[C@@H](C7=CC(=O)OC7)CC[C@]65O)C4)O[C@@H]3C)O[C@@H]2C)C[C@H](O)[C@@H]1O
- Scp1 inh: 8

COc1ccc(-[n+]2c(-c3ccccc3)cc(-c3ccccc3)cc2-c2ccccc2)cc1
- Scp1 inh: 14

COc1cc2c(cc1OC)-c1c(OC)c(OC)c(OC)c3ccnc(c13)C2=O
- Scp1 inh: -8

CCCCCn1c(N)c(C(=O)NCc2cccs2)c2nc3ccccc3nc21
- Scp1 inh: -2

CC(C)c1ccc(N2C(=O)NC(=O)/C(=C\C=C\c3ccco3)C2=O)cc1
- Scp1 inh: 5

CCCNC(=O)c1c(N)n(Cc2ccco2)c2nc3ccccc3nc12
- Scp1 inh: 3

Cc1nc2c(c(=O)[nH]1)C(c1ccccc1Cl)c1c(c3ccccc3oc1=O)O2 (centres undefined)
- Scp1 inh: -7

O=c1c2ccccc2[nH]c(=S)n1-c1cccnc1
- Scp1 inh: -7

CN1CCC2(CC1)NC(=O)c1ccccc1N2
- Scp1 inh: -2

O=C(Nc1cccc(Cl)c1)c1c(O)c2c(n(Cc3ccco3)c1=O)CCCC2
- Scp1 inh: -9

Entries above that have an aryl methoxy group (2):
COc1ccc(-[n+]2c(-c3ccccc3)cc(-c3ccccc3)cc2-c2ccccc2)cc1
- Scp1 inh: 14

COc1cc2c(cc1OC)-c1c(OC)c(OC)c(OC)c3ccnc(c13)C2=O
- Scp1 inh: -8

Four compounds from above, sorted by length of the SMILES, smallest number first:
Cc1[nH]c2c(Cl)cccc2c1CCN
- Scp1 inh: -2

Cc1ccc(-n2c(O)c(/C=N/Nc3ccccc3)c(=O)[nH]c2=O)cc1C
- Scp1 inh: -11

CC(C)c1ccc(N2C(=O)NC(=O)/C(=C\C=C\c3ccco3)C2=O)cc1
- Scp1 inh: 5

COc1ccc(-[n+]2c(-c3ccccc3)cc(-c3ccccc3)cc2-c2ccccc2)cc1
- Scp1 inh: 14

Not all compounds are listed (hit frequency here may not be typical).
